Pf Dd2 inh: inhibitors of Plasmodium falciparum Dd2 growth; Potency, µM (top dose mostly 28.9 µM), without a hit: at the top dose activity, negative = inhibition, actives largely listed as inhibitors; 4.3% of 120,000 active; P. falciparum Dd2 growth, SYBR Green, 72 h; AID 1347417; active = well fitted inhibition curve with a large enough effect; inconclusive = small, poorly fitted or top-dose-only effect; inactive = no such curve, though single readings can be large or run the other way;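 note: plate controls were DMSO vehicle for no effect and reference drug for full effect; nearly all actives have a fitted effect of over 65% in size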
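Readout: SYBR Green fluorescence, 485 nm excitation, 535 nm emission, after ~16 h lysis at 37C. Before that, Dd2-infected red cells (2.5% hematocrit) grew 72 h with compound, 29 uM top final concentration.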
* = called active by the depositor; i = inactive; ? = inconclusive; ! = repeats disagree; [ ] = remark or other dose. Potency is the fitted concentration of half-maximal effect.

| Molecule | Pf Dd2 inh |
| --- | --- |
| C=CCn1cc2c3c(cccc31)[C@H](CC(C)C)N[C@H](C(=O)NCCN1CCOCC1)C2 | i |
| C=CCN(C)C(=O)[C@@H](C)C1CC[C@@]2(C)Cc3sc(NC(=O)CN(C)C)nc3[C@@H](C)[C@@H]2[C@H]1O (stereo partly drawn) | ? |
| COc1cccc(CNC(=O)C2CCN(c3cc(C(F)(F)F)nc(C)n3)CC2)c1 | ? |
| COc1ccc(-c2nc(CSCC(=O)N3CCN(c4ccc(OC)cc4)CC3)c(C)o2)cc1 | -11% |
| CC(C)n1cnnc1-c1nn(C)c2c1CN(C(=O)Cc1c[nH]c3ccccc13)CC2 | 8.9µM* |
| CCOc1ccc2nc(NC(=O)c3ccccc3)sc2c1 | ? |
| COc1ccc(C(=O)CCC(=O)Nc2cccc(C(C)=O)c2)cc1 | -5% |
| Cc1nc(C)c(C(=O)N2CCC(N3C(=O)C4(CCCCC4)C3c3ccccc3)CC2)s1 (stereo not drawn) | 13µM* |
| N#Cc1cccc(C(=O)N2CCCOCCNC(=O)CC2)c1 | i |
| Cc1nn2c(c1-c1ccccc1C(C)C)N([S+](=O)([O-])c1ccc(C(C)C)cc1)CCC2 | ? |
| CCOc1ccc(-n2c(=O)c3sc4ccccc4c3n(Cc3ccc(F)cc3)c2=O)cc1 | 16% |
| CCCOc1ccc(C(=O)Nc2c(C(=O)c3ccc(C)cc3)oc3ccccc23)cc1 | 24% |
| Clc1cc(N2CCCCC2)n2nccc2n1 | -13%[44.1 µM] |
| COC[C@@H]1CN(C(=O)CCc2c(C)n[nH]c2C)C[C@H]1c1ccncc1 | 18% |
| COc1ccnc(N2CCC(CO)(Cc3ccccc3C(F)(F)F)CC2)n1 | i |
| Cc1nc2ccc(C(=O)Nc3ccccc3C(=O)N3CCCCCC3)cc2[nH]1 | 7% |
| CC(Oc1ccc2ccccc2c1)C(=O)N1CCCOCC1 (stereo not drawn) | -15% |
| CNC(=O)C1CCCN(c2nnc(C)c3c(C)n(-c4ccccc4)nc23)C1 (stereo not drawn) | ? |
| O=C(O)C1=NOC2CN(CC3CCOCC3)CC12 (stereo not drawn) | 5%[44.1 µM] |
| CC1=NOC2(CCN(C(=O)c3ccccn3)C2)C1 (stereo not drawn) | 1%[44.1 µM] |
| CC(=O)N1CC2(CCN(CCS(C)(=O)=O)CC2)CC1C(=O)O (stereo not drawn) | 5% |
| CN1CCN(c2nc3c(c(=O)[nH]2)CCN(Cc2ccc(F)cc2F)CC3)CC1 | 35%[5.79 µM] |
| O=C(Cc1c[nH]c2ncc(-c3ccccc3F)cc12)N1CCOCC1 | -4%[44.1 µM] |
| COCCN1C(=O)c2ccccc2C(C(=O)NCCCc2ccccc2)C12CCCC2 (stereo not drawn) | 11µM* |
| COc1ccc2c(c1)Cc1sc(NC(=O)c3ccc(Cl)cc3)nc1-2 | ? |
| CCOC(=O)c1ccc(NC(=O)Cn2c(N3CCC(C)CC3)nc(C)cc2=O)cc1 | -28% |
| COc1ccc(-n2nc(C3CCCN([S+](=O)([O-])c4cccc(C(F)(F)F)c4)C3)[nH]c2=O)cc1 (stereo not drawn) | -29% |
| COC[C@H]1C[C@@H](NCc2cn(C)c3ccccc23)[C@H](O)[C@@H]1O | ? |
| Cc1nc(-c2cnccn2)n(CC(=O)Nc2ccccc2)c(=O)c1C | ? |
| O=C1c2c(nc(CNc3nccs3)n2Cc2ccccc2)NCCN1Cc1ccccc1F | -8% |
| O=C(NCCc1ccc2c(c1)OCO2)[C@H]1CNC[C@H](C(=O)N2CCCC2)C1 | -16% |
| COC[C@H]1CCCN1C(=O)CC[C@@H]1CNC(=O)[C@@H]2C[C@H](NCc3ccc(OC)cc3)CN12 | i |
| CC(C)CNC(=O)Nc1cc(C(=O)NCc2ccc(C(C)C)cc2)ccc1N1CCCC1 | 16% |
| COCCCNC(=O)C1CC(=O)N(c2n[nH]c3ccccc23)C1 (stereo not drawn) | 12% |
| CCCNC(=O)Cc1csc2nc(C)c(-c3cc(C)n(-c4cccc(C)c4C)n3)c(=O)n12 | i |
| O=c1[nH]c(N2CCOCC2)nc2c1CCN(Cc1cccc(Br)c1)CC2 | -5%[5.79 µM] |
| O=C(c1ccoc1)N1CCC(N2CC3CC(C2)[C@H]2CCCC(=O)N2C3)CC1 (stereo partly drawn) | -8% |
| CCO[C@H]1CN(c2cc(C)nc(-c3ccccc3O)n2)C[C@@H]1O | ? |
| O=C1CCCN1CCCn1ccnc1-c1cc2n(n1)CCCNC2 | 4% |
| CCCN1CCN(C(=O)c2cc3c(s2)CCN(C(=O)c2ccc(F)cc2)C3)CC1 | ? |

A section taken from the entries so far, as a working copy:
| Molecule | Pf Dd2 inh |
| --- | --- |
| COCCCNC(=O)C1CC(=O)N(c2n[nH]c3ccccc23)C1 (stereo not drawn) | 12% |
| CCCNC(=O)Cc1csc2nc(C)c(-c3cc(C)n(-c4cccc(C)c4C)n3)c(=O)n12 | i |
| O=c1[nH]c(N2CCOCC2)nc2c1CCN(Cc1cccc(Br)c1)CC2 | -5%[5.79 µM] |
| O=C(c1ccoc1)N1CCC(N2CC3CC(C2)[C@H]2CCCC(=O)N2C3)CC1 (stereo partly drawn) | -8% |
| CCO[C@H]1CN(c2cc(C)nc(-c3ccccc3O)n2)C[C@@H]1O | ? |

Further compounds:
| Molecule | Pf Dd2 inh |
| --- | --- |
| Cc1ccc(NC(=O)Cn2nnc3sc4c(c3c2=O)CCCC4)c(C)c1 | 3% |
| O=C(CSc1nc(=O)[nH]c2c1CCC2)NCc1ccccc1Cl | 13% |
| O=C(Nc1ccc2c(c1)CCCN2C(=O)c1cccs1)c1c(F)cccc1F | -11% |
| CCN(C(=O)c1cc2c(s1)-c1c(C)cccc1OC2)c1cc(C)ccc1C | ? |
| COc1cccc(NC(=O)C2CC(=O)N(c3n[nH]c4cccc(F)c34)C2)c1 (stereo not drawn) | -18% |
| CCOc1ccccc1CN1CCC2(CC1)CC1C(=O)N(CC)C(=O)N1C2 (stereo not drawn) | ? |
| O=C(NCC(F)(F)F)c1cc(Br)cn2ccnc12 | 23%[44.1 µM] |
| Cc1ccc(NC(=O)CCn2c(=O)c3cccn3c3ccccc32)cc1Cl | 12% |
| COc1ccccc1-c1cc(-c2ccc(N3CCOCC3)cc2)c2onc(C)c2n1 | ? |
| CC(=O)Nc1ccc(CN2CCC3(CC2)CN[S+](=O)([O-])c2ccccc2N3)cc1 | -1% |
| O=C1CCC2(CCCO2)CCN1Cc1ccc(C(F)(F)F)cc1 (stereo not drawn) | -9% |
| CCOc1ccccc1C(=O)NCCc1noc(-c2ccccc2)n1 | ? |
| CC(=O)N1CCC(N[C@H]2C[C@@H](Cc3cc(CN(C)Cc4ccccc4)on3)C2(C)C)CC1 | -26% |
| COCC(=O)N[C@H]1C[C@H]2C(=O)NC[C@@H](CCC(=O)NCc3cccnc3)N2C1 | -14%[44.1 µM] |
| CC(C)c1ccc(-c2noc(SCC(=O)N3CCCCC3)n2)cc1 | ? |
| CCOc1ccccc1CNC(=O)C1CCN(S(=O)(=O)c2c(C)noc2/C=C/c2ccc(C)cc2)CC1 | -63% |
| O=C(NC1CCN(c2cc(C(F)(F)F)ncn2)CC1)c1ccccc1 | 27% |
| COc1ccc(Nc2cc(C(=O)NCCCN(C)C3CCCCC3)c3ccccc3n2)c(OC)c1 | 8.9µM* |
| CN1C[C@@H](NC(=O)NC2CCCCC2)C[C@H]1c1nc(-c2ccccn2)no1 | i |
| COC1CCC12CCN(C(=O)Nc1ccccc1F)CC2 (stereo not drawn) | -4% |

In the list so far, these have a furan ring, fused or not.
| Molecule | Pf Dd2 inh |
| --- | --- |
| CCCOc1ccc(C(=O)Nc2c(C(=O)c3ccc(C)cc3)oc3ccccc23)cc1 | 24% |
| O=C(c1ccoc1)N1CCC(N2CC3CC(C2)[C@H]2CCCC(=O)N2C3)CC1 (stereo partly drawn) | -8% |

Next section.
| Molecule | Pf Dd2 inh |
| --- | --- |
| COc1ccccc1C1CCCN1Cc1cn(CCC(N)=O)c2ccccc12 (stereo not drawn) | ? |
| O=C1CC(c2ccc(Cl)cc2)Sc2nc(-c3ccc(F)cc3)nn21 (stereo not drawn) | 31%[activator] |
| CN(Cc1ccc(-c2ccccc2)cc1)Cc1ccc(C(F)(F)F)cc1 | 0% |
| CS(=O)(=O)c1ncc(Cl)c(C(=O)Nc2c(C(=O)Nc3ccccc3)oc3ccccc23)n1 | i |
| Cc1ccc(C)c(N2CCN(c3nc4ccc(C(=O)c5ccccc5)cc4n4cnnc34)CC2)c1 | -11% |
| Cc1noc2c(NC(C)C)cc(-c3cccs3)nc12 | -17%[44.1 µM] |
| COc1ccc(-c2cc(N3CCC(NC(=O)c4ccc(C)c(C)c4)C3)n[nH]2)cc1 (stereo not drawn) | -4% |
| CCN(CC)c1ccc(NC(=O)Cn2nc(C)n3cccc3c2=O)c(C)c1 | -26% |
| Cc1ccccc1Nc1cc(C(=O)NCCCN2CCN(c3cccc(Cl)c3)CC2)c2ccccc2n1 | -25% |
| Cn1nc(N2CCC(NC(=O)c3ccncn3)CC2)ccc1=O | -13% |
| CC1=C[C@@H](CNS(C)(=O)=O)[C@H](C(C)C)C[C@H]1Cc1nnc(-c2cncn2C)o1 | i |
| O=C(Cc1ccc(Cl)cc1)NC1CCN(c2ccccc2)C1=O (stereo not drawn) | -10% |
| CCOc1ccccc1C(=O)NC1CCCN(c2cc(-c3ccc(OC)cc3)[nH]n2)C1 (stereo not drawn) | -18% |
| CC1(COc2ccccc2)COc2ccc(C(=O)NCCOc3ccccc3)cc2N1 (stereo not drawn) | ? |
| CCn1nc(C)c(CCNC(=O)[C@H]2CNC[C@H](C(=O)N3CCCC3)C2)c1C | -4% |
| CSc1cccc(NC(=O)c2cccc(N3CCCS3(=O)=O)c2)c1 | ? |
| COc1ccc(C(=O)N2CCCCCNC(=O)[C@@H]3CCC[C@@H]32)c(OC)c1 | 7% |
| CCNC(=O)N1CC2CN(C(C)C)CC(C1)O2 | 29% |
| CCc1ccccc1NC(=O)Cn1c(=O)n(Cc2ccc(OC)cc2)c(=O)c2oc3ccccc3c21 | 16% |
| COc1ccccc1N1CCN(S(=O)(=O)CCNC(=O)C2CC(=O)N(c3ccccc3)C2)CC1 (stereo not drawn) | i |
| COc1cncc(Nc2ncc(-c3cccc(F)c3)c3c2OCC3)c1 | 11µM* |
| Cc1ccccc1CSc1nc2c([nH]c3ccccc32)c(=O)n1-c1ccccc1 | ? |
| CCn1nccc1C(=O)N1CCC2(CC1)C(OC)CN2c1cccc(F)c1 (stereo not drawn) | i |
| Cc1c(CC(=O)NC(C)C)c2c(n1Cc1ccccc1F)CCCC2=O | ? |
| Cc1cnc(C(=O)NC2C[C@H]3CC[C@@H](C2)N3C(=O)c2ccccc2)cn1 (stereo partly drawn) | -15% |
| CC(C)c1nncn1C1CCN(S(=O)(=O)c2cc(F)ccc2F)CC1 | 3% |
| CC(C)CNc1ccc2c(n1)C(C)(C(=O)NCCc1cnc[nH]1)CN(Cc1ccccc1)C2 (stereo not drawn) | ? |
| O=c1c2nc(OCc3ccc(C(F)(F)F)cc3)ccc2ncn1C1CC1 | ? |
| COc1ccc(/C=C(/C#N)c2nc(-c3cc4ccccc4oc3=O)cs2)cc1 | 48%[activator] |
| Cc1cc(Nc2ccccc2C)c2cccc(C)c2n1 | -24% |
| CCc1ccccc1NC(c1nnc(-c2cccc(F)c2)o1)c1ccc(F)cc1Cl (stereo not drawn) | 13µM* |
| COc1cccc(-c2ccc(CN3CCCC(c4nc5ccc(C)cc5c(=O)[nH]4)C3)cc2)c1 (stereo not drawn) | 7.9µM*! |
| O=c1c2nc(-c3ccc4c(c3)OCO4)ccc2ncn1-c1ccc(F)cc1F | ? |
| Cc1nc(CCNc2nccc(-c3cccnc3)n2)nc2c1CCCC2 | -14% |
| Cc1cn2nc(C(=O)NCc3ccc(Cl)cc3)cc2c(N(C)Cc2ccccc2)n1 | ? |
| Cc1ccc(C2Cn3nnc(C(=O)N4CCC(C(=O)NC5CCC(C)CC5)CC4)c3CO2)cc1 (stereo not drawn) | -7% |
| CNC(=O)c1ccc2c(c1)N(Cc1cc(C)ccc1C)C(=O)c1ccccc1S2 | ? |
| Cc1ccc(C)c(S(=O)(=O)N2CCN(C3CCN(Cc4cccnc4)C3=O)CC2)c1 (stereo not drawn) | i |
| COc1ccc(-c2nc3c(c(SCC(=O)N(C)c4ccccc4)n2)Cc2cc(C)ccc2O3)cc1 | 9% |
| Cc1cccc(OCC2CCCN(C(=O)c3ccc4nc(C)cn4c3)C2)c1 (stereo not drawn) | -4% |
| COc1ccc(N2CCN(C(=O)C(CC(C)C)NS(=O)(=O)c3ccc4nc(C)sc4c3)CC2)cc1 (stereo not drawn) | -18% |
| CNC(=O)[C@H]1C[C@H](Oc2ccccc2)CN1S(=O)(=O)c1ccc(F)cc1 | -14% |
| Nc1c(-c2nc(-c3ccccc3)no2)nnn1CC(=O)Nc1cccc(F)c1 | 30% |
| CN1CCCCCC(O)c2cc(C(=O)NCCc3c[nH]c4ccccc34)ccc21 (stereo not drawn) | 13µM* |
| Cc1cc(-c2ccc(C)c(S(=O)(=O)N(C)c3ccc(C)c(C)c3)c2)on1 | i |
| CN1CCCCCCN(S(C)(=O)=O)[C@H]2CCC[C@H]2C1=O | 12% |
| Cc1ccc(CNC(=O)N2CCC(Cc3ccc(C(=O)NC4CC4)cc3)CC2)cc1 | ? |
| COC(=O)c1ccccc1NC(=O)Cn1ncc2c(C)n(Cc3ccc(F)cc3)c(C)c2c1=O | -7% |
| O=C(c1ccccc1)N1CCC2(Cc3ccccc3NC2=O)C1 (stereo not drawn) | -11%[44.1 µM] |
| Cc1ccccc1CC(=O)N1CCCC(n2cc(-c3nc(-c4ccccc4)no3)nn2)C1 (stereo not drawn) | i |

Screens: PubChem, National Center for Advancing Translational Sciences (NCATS)

An excerpt; rates above refer to the full screens.
